hcDAF-12 act – activators of H. contortus DAF-12 nuclear receptor | actives 1.4% (n = 370,000) | activation, % at 6.8 µM | AID 652067 | HEK293 hcDAF-12 lit1-tk-luc reporter, luminescence; 0% DMSO, 100% Δ7-dafachronic acid;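 active = activation above the mean of all tested compounds plus 3 SD, cut at about 5.5% in these data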;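 also: 100% = response to 3 µM Δ7-dafachronic acid high control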
PLC-beta3 inh – inhibitors of human phospholipase C beta3. Q01970. Purified PLC-beta3, fluorogenic substrate, fluorescence. inhibition, % at 12.2 µM. actives 0.18% (n = 370,000); in the data active = inhibition above about 11%;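 also: 0% = median of compound wells on plate and 100% = full blocker control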
Target sequence (Q01970 whole entry, looked up): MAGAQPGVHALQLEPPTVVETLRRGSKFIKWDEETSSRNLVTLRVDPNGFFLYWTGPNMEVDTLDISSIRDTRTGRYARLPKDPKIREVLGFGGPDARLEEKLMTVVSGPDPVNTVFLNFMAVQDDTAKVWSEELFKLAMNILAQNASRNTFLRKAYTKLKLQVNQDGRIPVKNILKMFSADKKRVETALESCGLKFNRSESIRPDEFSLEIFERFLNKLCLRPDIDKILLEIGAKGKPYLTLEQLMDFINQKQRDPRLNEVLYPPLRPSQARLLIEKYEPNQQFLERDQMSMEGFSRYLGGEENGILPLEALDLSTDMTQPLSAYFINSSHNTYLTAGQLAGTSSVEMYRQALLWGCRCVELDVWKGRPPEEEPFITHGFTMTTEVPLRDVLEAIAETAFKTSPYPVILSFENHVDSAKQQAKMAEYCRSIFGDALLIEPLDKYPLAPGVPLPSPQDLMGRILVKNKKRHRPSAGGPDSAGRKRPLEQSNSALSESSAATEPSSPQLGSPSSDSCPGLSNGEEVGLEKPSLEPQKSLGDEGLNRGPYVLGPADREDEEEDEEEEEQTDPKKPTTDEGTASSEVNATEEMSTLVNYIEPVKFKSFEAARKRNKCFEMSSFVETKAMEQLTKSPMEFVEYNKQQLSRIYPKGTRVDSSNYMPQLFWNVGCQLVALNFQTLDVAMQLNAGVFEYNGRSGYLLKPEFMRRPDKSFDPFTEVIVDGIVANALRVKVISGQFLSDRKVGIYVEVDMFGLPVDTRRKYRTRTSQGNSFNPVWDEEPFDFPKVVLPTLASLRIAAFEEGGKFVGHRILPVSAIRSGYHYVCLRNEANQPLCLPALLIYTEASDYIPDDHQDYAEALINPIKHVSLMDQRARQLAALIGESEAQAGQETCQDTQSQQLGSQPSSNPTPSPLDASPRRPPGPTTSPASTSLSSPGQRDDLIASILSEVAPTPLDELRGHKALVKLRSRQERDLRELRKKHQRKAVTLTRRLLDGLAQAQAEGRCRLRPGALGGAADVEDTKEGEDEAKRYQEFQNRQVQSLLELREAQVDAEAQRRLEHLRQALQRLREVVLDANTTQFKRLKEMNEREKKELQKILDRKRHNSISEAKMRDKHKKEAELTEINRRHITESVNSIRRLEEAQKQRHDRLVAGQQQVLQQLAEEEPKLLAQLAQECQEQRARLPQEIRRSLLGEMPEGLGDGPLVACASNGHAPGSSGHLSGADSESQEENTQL
ADAM17 inh – inhibits human ADAM17; P78536; recombinant ADAM17, EDANS/DABCYL FRET peptide cleavage; inhibition, % at 6.95 µM; actives 0.83% (n = 370,000);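 active = inhibition above the mean of compounds lying between control limits plus 3 SD, set per campaign, cut at about 8.5% in these data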;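 also: 0% = DMSO-only wells as the low control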
hgDAF12 agonist – agonists of H. glycines DAF-12 nuclear receptor; activation, % at 6.8 µM; actives 1.8% (n = 370,000); HEK293 GAL4-hgDAF12 UAS-luciferase reporter, agonist luminescence; normalized to butyrate control;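 active = activation above a cutoff set at the mean of all screened compounds plus 3 SD, cut at about 10% in these data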;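 also: 0% = DMSO wells and 100% = sodium butyrate wells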
ADAM10 inh – inhibitors of human ADAM10 | O14672 | recombinant ADAM10, EDANS/DABCYL FRET peptide cleavage, 3 h | inhibition, % at 7 µM | actives 0.62% (n = 370,000);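 active = inhibition above a per-campaign cutoff equal to the mean of compounds falling between control-based bounds plus 3 SD, cut at about 20% in these data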;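 also: 0% = DMSO wells while the 100% control is not disclosed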
FXN GAA850 act – activators of GAA850 frataxin (FXN) promoter; HEK293 lucGAA850 FXN promoter luciferase reporter, 24 h; percent of 10 µM SAHA response; activation, % at 6 µM; actives 0.56% (n = 360,000); AID 540364;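 active = activation above the average of all compounds screened plus 3 SD, cutoff fixed separately per campaign, cut at about 7.5% in these data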;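 also: 0% = DMSO wells and 100% = 10 µM SAHA wells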
HGIII-sPLA2 inh – Blocks human group III sPLA2 activity | Q9NZ20 | QFRET BODIPY PC-A2 liposome hydrolysis, fluorescence | inhibition, % at 12.2 µM | actives 0.56% (n = 370,000) | AID 743126;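 active = inhibition above mean plus 3 SD of compounds lying within the high and low control bounds, cut at about 19% in these data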;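 also: 0% = median of test compound wells and 100% = no enzyme DMSO wells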
DAX1 inh-1 – inhibitors of human orphan nuclear receptor DAX1 (NR0B1); AID 504766; inhibition, % at 6.75 µM; actives 0.99% (n = 340,000); P51843; HEK293 Gal4-DAX1 luciferase reporter, luminescence;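 active = inhibition above the mean over all tested compounds plus 3 SD, cut at about 4.2% in these data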;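 also: 0% = DAX1-transfected cells with DMSO and 100% = empty-vector control cells with DMSO; inhibition shows as a rise in luminescence from relieved DAX1 repression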
PLC-gamma1 inh – PLC-gamma1 (human) inhibition, primary screen | inhibition, % at 12.2 µM | P19174 | purified PLC-gamma1, fluorogenic substrate, fluorescence | actives 0.84% (n = 370,000); in the data active = inhibition above about 9.5%
ssDAF12 agonist – S. stercoralis DAF-12 activation, primary screen | HEK293 ssDAF-12/GRIP1 lit1-tk-luc reporter, luminescence; % of 3 µM dafachronic acid response | activation, % at 6.8 µM | actives 1% (n = 370,000) | AID 652126;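 active = activation above the mean over all tested compounds plus 3 SD, cut at about 0.9% in these data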;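 also: 0% = DMSO-only wells and 100% = 3 µM delta7-dafachronic acid wells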
DAX1 inh-2 – DAX1 (NR0B1) inhibition, primary screen; HEK293T StAR-luciferase reporter, SF-1/DAX-1 repression relief; inhibition, % at 6.8 µM; actives 1.1% (n = 370,000); AID 652010;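 active = inhibition above the mean over all tested compounds plus 3 SD, cut at about 3.6% in these data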;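 also: 0% = DAX-1 cells with DMSO and 100% = cells lacking DAX-1 with DMSO; higher inhibition means more luminescence from relief of DAX-1 repression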
* hit, by the source's call; · = not tested or not shown. Compounds as they come; any-hit rate near 6.9%.

SMILES	hcDAF-12 act	PLC-beta3 inh	ADAM17 inh	hgDAF12 agonist	ADAM10 inh	FXN GAA850 act	HGIII-sPLA2 inh	DAX1 inh-1	PLC-gamma1 inh	ssDAF12 agonist	DAX1 inh-2
COC(=O)c1ccc(CNC(=O)c2ccc(NS(=O)(=O)c3ccc4[nH]c(=O)[nH]c4c3)cc2)cc1	-1.2	-6	1	-2.0	-1	0.2	-11	2.3	-1	-1.1	1.7
Nc1ccc(C(=O)N/N=C/c2cccc(Oc3ccccc3)c2)cc1	-1.5	-94	2	2.2	-5	4.5	3	-0.1	-73	-1.0	-0.4
Cc1cccc(C)c1OCC(=O)NNC(=O)c1ccoc1C	-2.5	1	-2	-2.1	-17	-1.8	3	0.3	4	-1.2	0.1
O=C1C2C3C=CC(C3=C3CCCCC3)C2C(=O)N1Cc1ccccc1 (stereo unspecified)	-1.1	0	0	-3.3	-4	0.2	6	-0.8	1	-1.6	-0.1
COc1ccc(C(=O)N2CCN(S(=O)(=O)c3ccc4c(c3)OCCO4)CC2)cc1	-1.8	-1	-3	-2.8	-9	1.9	7	0.5	3	-1.2	-0.8
CC(O)(c1ccccc1)c1nc(-c2cc3ccccc3o2)cs1 (stereo unspecified)	-0.1	2	8.7*	5.2	26*	1.7	-8	·	-1	-1.0	-0.7
CCOC(=O)C(/C=C(\C#N)C(=O)OCC)=C(/N)N1CCN(c2ccc(Cl)cc2)CC1	-0.4	8	8	-2.6	17	-1.4	-18	0.5	8	-0.8	0.0
Cc1ccc(CC(NC(=O)c2ccccc2)C(=O)NC(Cc2ccccc2)C(=O)O)cc1 (stereo unspecified)	-0.2	-4	-1	1.6	0	-0.3	-3	2.4	-3	-0.9	0.1
COc1ccc(CN2CC[C@@H](N3CCOCC3)[C@H](O)C2)cc1F	-0.8	-2	-1	0.5	-6	0.5	17	-0.5	-1	-0.1	-1.1
COc1ccc([C@H]2CC(=O)C=C(c3ccc(C)c4ccccc34)C2)cc1	-1.9	-28	3	-0.1	8	3.3	-7	0.3	-24	-1.2	-0.1
O=C1[C@H](Cc2ccccc2)NCC=CC[C@@H](c2ccc(Cl)cc2)N1Cc1ccccc1	-1.4	5	3	-2.9	11	-1.9	-4	0.1	5	-0.7	-0.5
CCCn1c(=O)n(C)c(=O)c2c(SCC(=O)Nc3cc(C)on3)nc(C(C)(C)C)nc21	-1.3	-8	-6	-0.3	-16	0.5	2	-1.0	-2	-1.1	0.6
COc1cc(C(=O)ON=C2C=C(C)C(=O)C(C)=C2)cc(OC)c1OC	1.6	0	0	-4.2	-1	1.7	0	1.1	5	-1.2	-0.2
CC1CCCN(C(=O)CCCn2c(=S)[nH]c3ccccc3c2=O)C1 (stereo unspecified)	-1.9	4	0	1.2	17	1.1	1	-1.4	8	-1.1	0.3
O=C(C[n+]1cc(Br)cc(Br)c1)c1cccc([N+](=O)[O-])c1	0.1	0	-1	-3.3	0	1.4	1	-1.7	1	-1.0	-0.2
COc1ccc(NC(=S)NCc2cccs2)cc1	-1.0	3	-2	4.9	2	4.5	6	0.3	0	-0.9	0.9
OCCNc1nc(-c2ccccc2)c2cc(Br)ccc2n1	1.7	-196	-51	-0.4	-116	3.5	-7	1.1	-171	-1.0	-0.2
Cc1ccc(S(=O)(=O)N2CCOCCOCCOCCOCCOCC2)cc1	-1.1	-4	1	-0.1	-7	0.1	15	-0.1	1	-1.2	0.7
COc1ccc(NC(=O)CN(C)C(=O)c2ccc(COc3ccccc3)o2)cc1	-1.0	1	1	0.9	6	1.2	-11	-1.3	1	-1.2	-0.8
Cc1cc(C(=O)N2CCCC2)n[nH]1	0.6	-3	-2	1.4	4	-1.1	0	0.5	0	-1.0	1.8
COc1cc(OC)c(C(=O)NNC(=O)c2ccccc2-n2cccc2)cc1OC	-1.5	-6	-6	-1.8	-1	0.2	-2	-1.5	-1	-1.2	0.1
NC(=S)N=Nc1ccc(O)cc1	-0.5	-20	-13	1.3	-41	0.6	-7	4.2	-14	0.0	-1.1
CC(=O)O[C@@H](C[C@@H](C)C1=C2C[C@H](O)C3[C@@]4(C)CCC(=O)C(C)(C)C4CC[C@]3(C)[C@@]2(C)CC1)[C@H]1OC1(C)C (stereo partly specified)	-0.3	-1	-1	5.0	-4	-1.9	-5	0.2	1	-0.8	-0.6
CCOC(=O)c1ccc(NC(=O)CSc2nnnn2CCCO)cc1	-0.6	1	-4	1.0	1	-3.9	-3	-0.4	-1	-1.5	-0.3
Cc1oc(-c2ccccc2F)nc1CN1CCC(C(=O)NC2CC2)CC1	-1.9	-5	-4	-1.9	-16	0.7	4	3.1	-11	-1.6	-0.8
Cc1cccc2nc(-c3cccnc3)c(Nc3ccccc3)n12	-2.1	-5	-7	-4.8	-7	2.4	2	-1.5	-5	-1.9	-1.2
CCCOc1ccc(C(F)(F)F)cc1NC(=O)c1cc(C)on1	-0.6	-2	-6	0.4	-9	-0.8	5	-0.2	-1	-1.1	-1.4
CCOC(=O)N1CCC(NC(=O)CCCC(=O)O)CC1	-0.9	-6	-1	0.0	-8	-0.9	-2	·	1	-1.7	-0.1
Cc1noc(C)c1CN1C(=O)c2cccc([N+](=O)[O-])c2C1=O	-0.7	-10	0	0.1	-11	0.3	2	-1.2	-8	-0.4	-0.2
COc1ccccc1NC(=O)N(C1CCCC1)C1CCN(C(C)=O)CC1	0.8	3	2	1.1	-6	1.2	7	1.4	1	-1.6	0.4
Cc1cc(C)n(CC(=O)c2ccccc2)c(=O)c1C#N	3.4	2	-3	0.4	5	0.9	0	-0.1	0	-1.0	0.3
Cc1ccc(NC(=O)Nc2nnc(-c3ccccc3F)s2)cc1	-0.2	-5	-1	3.0	-6	1.4	-1	0.3	0	-0.9	0.7
CN(C)C(CNC(=O)c1ccc(C(F)(F)F)cc1)c1ccco1 (stereo unspecified)	0.8	-14	-2	2.3	-9	1.0	2	0.0	-4	-1.1	1.2
CC(C)[C@H](N)c1nnc(SCc2ccc(Cl)cc2)o1	-1.5	-6	-8	-0.7	1	-2.4	8	-0.2	1	-1.8	-0.6
CC(C)C[C@H](NC(=O)CCCn1nnc2ccccc2c1=O)C(=O)O	-1.3	-6	-1	-0.2	-1	-0.2	2	0.2	0	-1.7	0.3
Cc1nc2sc(C(=O)Nc3ccccc3Cc3ccccc3)c(C)c2c(=O)[nH]1	-1.2	-11	-3	-0.5	-12	-0.3	17	0.1	-2	-1.2	0.1
O=C(O)c1cccc(Nc2nc(-c3cc4ccccc4oc3=O)cs2)c1	3.7	-63	0	7.6	2	4.4	-5	-1.1	-47	-0.5	1.0
CC(=O)Nc1cnc(-c2cccc(C(=O)N3CCOCC3)c2)cn1	1.2	1	-19	4.3	-74	0.0	13	·	-3	-0.9	0.9
CCNC(=O)c1cc2c(c(-c3cccc(-c4cncnc4)c3)n1)[C@H](CCO)N(C(C)=O)C2	-0.2	0	-5	0.0	-12	·	4	·	-2	-1.5	0.0
COc1ccc(/C(C)=C2/SC(=S)N(CCC(=O)O)C2=O)cc1	-1.0	-4	-2	-4.2	-2	0.0	-7	-0.7	1	-1.8	-0.5
O=C(c1ccc(Br)cc1)c1cc([N+](=O)[O-])ccc1N1CCCCC1	-0.4	0	-1	-5.9	8	0.9	5	-3.4	14*	-0.5	0.4
Cc1cccc(-c2nc(CN3CCCC(C(=O)NC4CCCCCC4)C3)c(C)o2)c1 (stereo unspecified)	-1.8	-5	-1	-5.7	-1	2.6	-27	-0.1	5	-1.8	-0.5
O=C(NNC(=S)Nc1ccccc1C(F)(F)F)c1cccnc1	-1.1	1	-1	1.4	4	1.5	6	3.3	1	-1.4	0.9
Cc1cc(SCC(=O)N2CCC(c3noc4ccc(F)cc34)CC2)nc2ccccc12	1.1	2	-3	-0.6	10	2.9	2	1.6	1	-1.5	0.0
CN(C)c1nc(N(C)C)nc(N2CCCCC2)n1	-0.1	3	2	3.1	0	-0.6	0	0.4	3	-1.6	0.1
CCCCC(=NCCO)C1=C(O)C(C(=O)OC)C(C)(C)CC1=O (stereo unspecified)	-1.3	3	0	1.0	-10	-1.1	-4	-0.6	1	-1.4	-0.1
Cc1ccc(C)c(NC(=O)C2C3C=CC(O3)C2C(=O)O)c1 (stereo unspecified)	-0.9	-10	-5	-0.3	-3	1.9	8	0.9	-1	-0.8	-0.2
Cc1nn(Cc2c(Cl)cccc2Cl)c(C)c1NC(=O)CCCn1nc(C)c([N+](=O)[O-])c1C	-0.9	0	-2	-1.3	-10	-1.0	13	-1.6	1	-1.3	-0.4
Cc1ccc(-c2nn(-c3ccccc3)cc2C(=O)NCCCN2CCCC2=O)cc1	-0.6	0	-1	-2.6	5	0.5	-4	0.6	2	-1.4	-2.5
COc1ccc(/C=C/c2nnc(NC(=O)COc3ccccc3)s2)cc1	0.7	-17	-3	0.7	-7	2.2	-10	-0.5	-8	-0.9	-0.1

(further entries)
SMILES	hcDAF-12 act	PLC-beta3 inh	ADAM17 inh	hgDAF12 agonist	ADAM10 inh	FXN GAA850 act	HGIII-sPLA2 inh	DAX1 inh-1	PLC-gamma1 inh	ssDAF12 agonist	DAX1 inh-2
COc1ccc(CCn2c(=N)c(C(=O)NCc3ccco3)cc3c(=O)n4ccccc4nc32)cc1	-2.4	-120	-49	2.9	-128	-0.7	0	0.8	-68	-1.8	-1.0
COc1ccc(N(CN2C(=O)c3ccccc3C2=O)C(=O)COc2ccc(Cl)cc2Cl)cc1	-0.6	0	-1	-1.3	-5	1.7	-5	-1.2	-1	-1.5	0.5
Cc1ccc(/C=N/NC(=O)Cn2cnc3ccccc32)cc1	-0.1	-8	0	2.9	4	1.0	-11	-0.7	-8	-1.0	-0.3
CSCCC(NS(=O)(=O)c1ccccc1F)C(=O)Nc1ccncc1 (stereo unspecified)	0.1	-12	-9	0.4	-7	0.4	-1	0.6	2	-0.2	-0.4
C=CC[C@H](CC(=O)NCCO)C(=O)N[C@H](COC(=O)[C@@H](CC=C)CC(=O)OC(C)(C)C)Cc1c[nH]c2ccccc12	-3.2	2	-2	-0.9	1	-1.5	-61	-0.5	0	-0.7	-1.1
Cc1cccc(C(=O)N2CCc3ccccc3C2)c1[N+](=O)[O-]	-2.8	0	0	0.0	-5	-0.7	3	-1.1	2	-1.4	-0.3
Cc1ccc(CCN2CC(C(=O)NCCCN(C)Cc3ccccc3)CC2=O)cc1 (stereo unspecified)	-0.9	4	1	-0.2	-1	-1.8	1	-0.6	3	-0.6	0.0
CC1(C)CC(=O)C2=C(C1)NC(=O)CC2c1ccccc1F (stereo unspecified)	0.2	4	1	-0.9	3	0.4	3	-1.0	-1	-1.0	0.7
O=C1OC(c2cccc([N+](=O)[O-])c2)C2(CCCC2)C(=O)C12CCCCC2 (stereo unspecified)	-0.2	-3	-2	2.0	-1	4.1	13	0.2	-2	-0.8	0.1

High-throughput results from PubChem BioAssay.
